# Source: PubChem (several laboratories)
# SV40 large T antigen: SV40 large T antigen inhibitors, biochemical (AID 1903) | inhibition, % at 20 µM, or IC50 in µM where a hit was titrated | actives 0.39% (n = 310,000) | SV40 large T antigen ATPase/helicase inhibition assay; higher % means a stronger effect; in the data active means a potency from the dose series; further: strong numbers were not always called active
# NOD1 inhibition: NOD1 signaling inhibitors, primary screen, cell-based, luminescence, uHTS (AID 1578). NOD1-driven NF-kB luciferase reporter cells, luminescence; higher % means a stronger effect. actives 1% (n = 290,000). inhibition, % at 4 µM; hits with a dose series show EC50 in µM; in the data active means inhibition mostly above about 36%, no sharp cut-off; inactive means mostly below about 34%;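 further: HEK-293T reporter cells stimulated with the NOD1 agonist gamma-tri-DAP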
# GPR55 antagonists: GPR55 antagonists blocking LPI-driven arrestin recruitment, primary screen, imaging, U2OS, beta-arrestin-GFP, LPI agonist (AID 2013); G-protein coupled receptor 55 (Homo sapiens); U2OS GPR55 beta-arrestin-GFP translocation imaging, LPI antagonism; higher % means a stronger effect; inhibition, % at 10 µM; hits with a dose series show IC50 in µM; actives 0.13% (n = 290,000);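 active means spots per cell inhibited over 60%, with over 100 cells counted and total cytoplasm intensity under 500,000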;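 further: U2OS cells stably carrying GPR55 and arrestin-GFP stimulated by 5 µM LPI near EC80; imaged beta-arrestin-GFP aggregate spots per cell after agonist stimulation; plate controls were LPI-stimulated DMSO wells for no effect and DMSO wells without LPI for full effect; some results filed as inactive read as strong as hits; confirmed hits need IC50 under 10 µM and bright autofluorescent wells are also inconclusive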
# HIV fusion peptide: inhibitors of HIV fusion peptide binding, primary screen, biochemical, uHTS, fluorescence dequenching (AID 1986); inhibition, % at 20 µM, or IC50 in µM where a hit was titrated; actives 0.3% (n = 290,000); cell-free peptide binding, fluorescence dequenching, 30 min; higher % means a stronger effect; in the data active means inhibition mostly above about 52%, no sharp cut-off; inactive means mostly below about 76%; further: some results filed as inactive read as strong as hits
# KOR beta-arrestin-1: KOR antagonists, beta-arrestin recruitment, cell-based, luminescence, uHTS (AID 1778) | Kappa-type opioid receptor (Homo sapiens) | KOR beta-arrestin recruitment, luminescence, antagonist mode; higher % means a stronger effect | inhibition, % at 10 µM; hits with a dose series show IC50 in µM | actives 0.091% (n = 290,000); further: strong numbers were not always called active
# HEK293 NOD2/NF-kB: NOD2 signaling inhibitors, cell-based, luminescence, uHTS, HEK293 (AID 1566). HEK293 NOD2/NF-kB luciferase reporter, luminescence; higher % means a stronger effect. inhibition, % at 4 µM, or EC50 in µM where a hit was titrated. actives 0.63% (n = 290,000); further: many of its hits are not listed in these tables
# Rac1 GTP hydrolysis: MgcRacGAP GTPase-activating activity inhibitors, confirmation, biochemical, ADP Hunter fluorescence; MgcRacGAP-stimulated Rac1 GTP hydrolysis, ADP Hunter fluorescence; higher % means a stronger effect; GST-tagged Rac1 F28L mutant substrate; one-dose inhibition, % at 30 µM; IC50 in µM for titrated hits; actives 0.6% (n = 340,000); Rac GTPase-activating protein 1 (Homo sapiens); AID 624330, 2012;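 active means first-screen hits whose inhibition reached a set limit at any dose in the follow-up dose series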;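 further: fluorescence reports GDP produced by GAP-driven GTP hydrolysis; strong numbers were not always called active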
# GPR55 activation: GPR55 agonists via beta-arrestin recruitment, primary screen, imaging, U2OS cells, beta-arrestin-GFP redistribution (AID 1961); G-protein coupled receptor 55 (Homo sapiens); U2OS GPR55 beta-arrestin-GFP redistribution imaging; higher % means a stronger effect; activation, % at 10 µM; hits with a dose series show EC50 in µM; actives 0.048% (n = 290,000);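 active means activation above 40% with more than 50 cells counted in the well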;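 further: U2OS osteosarcoma cells stably expressing GPR55 and beta-arrestin-GFP; plate controls were DMSO negative control for no effect and LPI positive control for full effect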
# KOR beta-arrestin-2: KOR agonists, beta-arrestin recruitment, primary screen, cell-based, luminescence, uHTS (AID 1777). activation, % at 10 µM; hits with a dose series show EC50 in µM. Kappa-type opioid receptor (Homo sapiens). actives 0.02% (n = 280,000). KOR beta-arrestin recruitment, luminescence; higher % means a stronger effect; in the data active means activation above about 50%, passing the limit was not always enough; further: a part of the inactive calls stands beside numbers as strong as those of hits
# An asterisk follows results filed as active; . = not tested or not shown; [ ] = another dose, or the depositor's remark. Unless noted, no stated cut-off is given here; in the data, active means inhibition above about 50%; inactive means the rest.
SMILES,SV40 large T antigen,NOD1 inhibition,GPR55 antagonists,HIV fusion peptide,KOR beta-arrestin-1,HEK293 NOD2/NF-kB,Rac1 GTP hydrolysis,GPR55 activation,KOR beta-arrestin-2
C=CCNC(=O)c1ccccc1S(=O)c1ccccc1C#N (configuration not stated),12%,-38%,3%,3.7%,-10%,2%,11%,0.1%,5.7%
Cc1cccc(C)c1NC(=O)c1ccc(-c2ccc(Cl)cc2Cl)o1,2%,74%*,17%,3.0%,-42%,-11%,12%,-0.1%,1.0%
CC(=O)Nc1ccc(-c2csc(NC(=O)c3ccc(C)o3)n2)cc1,12%,-9%,-3%,7.5%,-8%,-20%,14%,-0.1%,-3.1%
COc1ccccc1CC(=O)Nc1ncc(C)s1,15%,-15%,-7%,-0.1%,-13%[20 µM],15%,-3%,-0.4%,-4.2%
COc1ccc(Cl)cc1NC(=O)NC(C)c1ccncc1 (configuration not stated),-1%,-25%,14%,-2.7%,8%,-5%,2%,-0.1%,-3.0%
O=C(Nc1nc(-c2ccccc2)cs1)C1c2ccccc2Oc2ccccc21,7%,-12%,14%,0.0%,-4%,-1%,5%,-0.3%,0.5%
O=C(/C=C/Nc1ccc([N+](=O)[O-])cc1Br)c1cccc2ccccc12,0%,-21%,-4%,4.7%,.,6%,4%,-0.4%,-0.9%
CC(C)[C@H](NC(=O)[C@H]1N2C(=O)c3ccccc3C2SC1(C)C)C(=O)NCc1ccco1 (some centres not stated),11%,-12%,12%,4.7%,0%,0%,3%,-0.1%,0.8%
CC1(C)CCN2CCC(C)(C)c3c(O)ccc1c32,13%,-2%,8%,199%,21%,19%,5%,-0.2%,-3.1%
Cc1cc(NC(=O)CSc2nccn2C)n(-c2ccccc2)n1,8%,0%,4%,-0.8%,12%,14%,-2%,-0.2%,3.7%
COc1ccc(-c2nn(-c3ccccc3)cc2/C=C/C(=O)OCC(=O)Nc2ccc(C#N)cc2)cc1,6%,3%,3%,-0.5%,1%,0%,5%,-0.4%,-3.4%
C=CCNC(=O)Nc1ccc(F)c(Cl)c1,7%,-27%,7%,-0.2%,6%,0%,7%,-0.1%,-0.8%
O=C1CC(c2ccc(S(=O)(=O)Nc3cc(C(F)(F)F)cc(C(F)(F)F)c3)cc2)CN1 (configuration not stated),-1%,2%,12%,5.9%,-30%,-20%,4%,-0.1%,-3.9%
O=C(CNC(=O)c1ccc(-c2ccccc2)cc1)Nc1ccc(S(=O)(=O)Nc2ncccn2)cc1,4%,-9%,18%,7.3%,2%,-2%,1%,-0.1%,-0.3%
O=C(NNC(=O)C1CC1)Nc1ccc(Cl)cc1,25%,-34%,2%,0.1%,-18%,-2%,5%,-0.1%,7.0%
Cc1nc2sc(C(c3ccc(Cl)cc3)N3CC(C)OC(C)C3)c(O)n2n1 (configuration not stated),11%,-13%,17%,-2.5%,-10%,11%,-9%,0.0%,-3.7%
Cc1[nH]cnc1CSCc1ccc(Cl)cc1,-1%,26%,9%,-2.7%,-41%,6%,4%,-0.3%,2.6%
Cc1ccc(C(OCCN(C)C)c2cccc(C(F)(F)F)c2)cc1 (configuration not stated),9%,-10%,25%,0.4%,7%,-11%,6%,-0.3%,4.9%
CCN1CCN(C(=O)c2cc(COc3ccc4ncccc4c3)on2)CC1,10%,26%,-6%,-1.4%,-23%[20 µM],30%,0%,-0.1%,-3.1%
Cc1cc(F)ccc1S(=O)(=O)Nc1ccc(O)c(Sc2ncn[nH]2)c1,29%,-31%,15%,1.1%,4%,-7%,14%,-0.4%,-2.5%
NC(=O)c1nsc(C(=O)N(c2cccc(F)c2)C(C(=O)NC2CCCC2)c2ccco2)c1N (configuration not stated),5%,1%,-4%,-0.1%,-23%,2%,7%,-0.2%,1.2%
COc1ccc(C(=O)C2CCCN(C(=O)c3cnsn3)C2)c(C)c1 (configuration not stated),.,-4%,5%,-1.0%,23%,14%,3%,-0.1%,0.9%
O=C(Nc1cccnc1)Nc1cc(Cl)cc(Cl)c1,11%,77%*,5%,1.9%,-5%,15%,6%,0.3%,0.5%
CCN(CC)S(=O)(=O)c1ccc(OC)c(NC(=O)OCc2ccccc2)c1,1%,3%,1%,-2.1%,23%,-4%,4%,-0.2%,-2.7%
O=C(COC(=O)c1ccco1)NCc1ccc2c(c1)OCO2,14%,-7%,5%,-0.8%,-13%,7%,7%,-0.1%,-1.3%
COc1ccccc1CNC(=O)[C@H](CCSC)NC(=O)[C@@H]1Cc2ccccc2CN1,.,-25%,-10%,-0.1%,-38%[20 µM],21%,1%,2.4%,-3.7%
CCCCNC(=O)CC1SC(=NCC)N(CC)C1=O (configuration not stated),20%,-10%,-4%,-2.4%,23%,4%,5%,-0.1%,.
CC12CCC(C(=O)N(NC(=O)c3ccccc3O)C1=O)C2(C)C (configuration not stated),6%,-23%,8%,17%,2%,-4%,6%,-0.4%,0.6%
C=CCOc1ccc(Cl)cc1C(=O)O,6%,-30%,5%,2.3%,-21%,-8%,2%,-0.1%,-1.3%
CCc1noc2c1/C(=N\O)CC(c1ccccc1)C2 (configuration not stated),7%,22%,9%,-2.1%,-6%,14%,17%,-0.1%,-0.6%
O=C(CCS(=O)(=O)c1ccc(Cl)cc1)N1CCN(c2ccccc2F)CC1,7%,10%,-8%,-1.4%,-46%,2%,5%,-0.1%,13%
CC(=O)c1ccc(N2C(=NC(=O)COc3ccccc3)SC3CS(=O)(=O)CC32)cc1 (configuration not stated),2%,-13%,-8%,-0.7%,-31%,-2%,-29%,0.0%,1.0%
CC(C)C(=O)N1CC(=O)Nc2ccc(F)cc2C1c1ccc(F)cc1 (configuration not stated),2%,-7%,20%,1.0%,22%,3%,8%,-0.2%,-5.3%
CC(=O)NC(CC(=O)NC1CCCCC1)c1ccccc1 (configuration not stated),13%,-10%,12%,0.6%,14%,-13%,8%,-0.1%,-4.3%
Cn1cnc([N+](=O)[O-])c1Sc1ncccc1N,8%,14%,-14%,1.6%,-30%,0%,10%,0.0%,6.7%
O=S(=O)(c1ccccc1)N1CCN(C(=S)NCCCN2CCOCC2)CC1,-1%,-31%,7%,-1.3%,-2%,4%,4%,-0.1%,-3.8%
CCN1C(=O)N(C(C)=O)C2C1N(C(C)=O)C(=O)N2C(C)=O (configuration not stated),4%,-22%,-6%,-1.5%,-12%[20 µM],12%,4%,0.5%,-10%
Cc1ccc(CNC(=O)CN2CCC(C(N)=O)CC2)cc1,16%,31%,4%,-1.2%,-6%,2%,3%,-0.1%,16%
Cc1cc(Oc2ccc(Cl)cc2)nc(-c2ccccn2)n1,11%,-9%,12%,-1.4%,16%,10%,-18%,-0.2%,-3.6%
CC(C)CN(CC(C)C)S(=O)(=O)N1CCC(C(=O)NCCc2ccc(Cl)cc2)CC1,4%,12%,-5%,-1.2%,7%,3%,-2%,-0.1%,-0.6%
CCOC(=O)c1sc2nc(C)nc(Nc3ccc(OC)c(OC)c3)c2c1C,7%,-9%,12%,-0.3%,-39%,16%,.,0.6%,6.8%
O=C(Cn1cc(S(=O)(=O)N2CCCC2)c(S(=O)(=O)N2CCCC2)c1)NCc1ccco1,14%,-3%,-13%,1.2%,-16%,-2%,6%,-0.2%,0.3%
CCCC(=O)c1ccc(N2CCN(S(=O)(=O)c3ccc(C)cc3)CC2)c(F)c1,-3%,-9%,8%,-1.4%,-20%,-6%,2%,-0.3%,-2.6%
C/C(=N\NC(=O)c1cccc(S(=O)(=O)N2CCCC2)c1)c1cccs1,13%,-29%,10%,0.8%,-5%,9%,7%,-0.2%,0.7%
Cc1ccc(-c2nc(=S)c3c(n2Cc2ccco2)CCCC3)cc1,15%,-18%,-11%,17%,-35%,6%,15%,-0.5%,-0.7%
Cc1cccc2c1ncc1c(=O)n(-c3ccccc3)[nH]c12,9%,-7%,5%,-1.7%,10%,-41%,6%,0.6%,1.1%
CCn1cc(CN2CCCC(C(=O)c3ccc(-c4ccccc4)c(F)c3)C2)cn1 (configuration not stated),18%,-9%,-1%,-0.9%,-9%,-13%,9%,0.0%,-4.0%
CCOc1ccc(N2C(=O)CC(Sc3nccc(C)n3)C2=O)cc1 (configuration not stated),5%,-31%,2%,1.7%,-1%,4%,5%,-0.1%,-3.1%

# Among those listed so far, 9 have fluorine:
SMILES,SV40 large T antigen,NOD1 inhibition,GPR55 antagonists,HIV fusion peptide,KOR beta-arrestin-1,HEK293 NOD2/NF-kB,Rac1 GTP hydrolysis,GPR55 activation,KOR beta-arrestin-2
C=CCNC(=O)Nc1ccc(F)c(Cl)c1,7%,-27%,7%,-0.2%,6%,0%,7%,-0.1%,-0.8%
O=C1CC(c2ccc(S(=O)(=O)Nc3cc(C(F)(F)F)cc(C(F)(F)F)c3)cc2)CN1 (configuration not stated),-1%,2%,12%,5.9%,-30%,-20%,4%,-0.1%,-3.9%
Cc1ccc(C(OCCN(C)C)c2cccc(C(F)(F)F)c2)cc1 (configuration not stated),9%,-10%,25%,0.4%,7%,-11%,6%,-0.3%,4.9%
Cc1cc(F)ccc1S(=O)(=O)Nc1ccc(O)c(Sc2ncn[nH]2)c1,29%,-31%,15%,1.1%,4%,-7%,14%,-0.4%,-2.5%
NC(=O)c1nsc(C(=O)N(c2cccc(F)c2)C(C(=O)NC2CCCC2)c2ccco2)c1N (configuration not stated),5%,1%,-4%,-0.1%,-23%,2%,7%,-0.2%,1.2%
O=C(CCS(=O)(=O)c1ccc(Cl)cc1)N1CCN(c2ccccc2F)CC1,7%,10%,-8%,-1.4%,-46%,2%,5%,-0.1%,13%
CC(C)C(=O)N1CC(=O)Nc2ccc(F)cc2C1c1ccc(F)cc1 (configuration not stated),2%,-7%,20%,1.0%,22%,3%,8%,-0.2%,-5.3%
CCCC(=O)c1ccc(N2CCN(S(=O)(=O)c3ccc(C)cc3)CC2)c(F)c1,-3%,-9%,8%,-1.4%,-20%,-6%,2%,-0.3%,-2.6%
CCn1cc(CN2CCCC(C(=O)c3ccc(-c4ccccc4)c(F)c3)C2)cn1 (configuration not stated),18%,-9%,-1%,-0.9%,-9%,-13%,9%,0.0%,-4.0%

# Some of the compounds tested; count on the stated rates, not on these rows.
